Compound activity: PubChem, National Center for Advancing Translational Sciences (NCATS)
HttQ103 aggreg – inhibitors of mutant huntingtin aggregate formation in PC12 cells. 1.1% of 220,000 active. PC12 HttQ103-GFP aggregates, Acumen cytometry, 40 h. Potency, µM (titrated, usually from 46.1 µM), without a hit: at the highest dose activity change, negative = inhibition, hits mostly inhibitors. AID 1688; also: potency is read from the fitted curve at half-maximal effect; % is scaled to controls: 0 for no effect and ±100 for the full control effect; nearly all actives have a fitted effect of over 60% in size
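Quantitative HTS on tebufenozide-induced (100 nM) PC12 cells stably expressing polyQ103 Huntingtin exon 1–GFP. Reduction of bright GFP aggregates, detected by laser scanning cytometry after lysis, identified actives across the titration.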
aGlu spleen mod – inhibits or activates alpha-glucosidase in human spleen homogenate; 0.006% of 240,000 active; P10253; human spleen homogenate, 4-MU-alpha-glucoside fluorescence; Potency, µM (top dose mostly 79.9 µM), for inactives: top-dose activity change, negative = inhibition, hits mostly inhibitors; AID 2112;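 also: potency is read from the fitted curve at half-maximal effect; 0% = enzyme with vehicle and -100% = no enzyme basal signal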
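Compounds were titrated against alpha-glucosidase in spleen homogenate at pH 5.0, with 1 mM 4-methylumbelliferyl substrate for 40 min at 37 C. Reactions were quenched with pH 10 NaOH/glycine and fluorescence measured.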
HTT ATP protect – Huntington cell model cytoprotection by ATP luminescence. PC12 HTT-Q103 induced, cytoprotection, ATP luminescence, 40 h. Potency, µM (titrated, usually from 56.4 µM), for the others: cytoprotection (ATP increase), usual class: activators. 0.14% of 230,000 active. AID 1471;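 also: potency is read from the fitted curve at half-maximal effect; % of control where 0% means no effect; nearly all actives have a fitted effect of over 45% in size; toxic huntingtin expression switched on by the ecdysone agonist tebufenozide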
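PC12 cells with ecdysone-inducible HTT exon 1 Q103-GFP, induced with 100 nM tebufenozide and co-treated with library compounds in a dose series (1536-well, 1500 cells/well). Cytoprotection read as ATP content by ATPlite luminescence.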
GAA inh – inhibitors of human lysosomal alpha-glucosidase; AID 1466; purified human GAA, 4-MU-alpha-glucoside fluorescence; Potency, µM (series often up to 76.9 µM), without a hit: at the top dose activity change, negative = inhibition, actives largely listed as inhibitors; 0.005% of 200,000 active;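 also: potency is read from the fitted curve at half-maximal effect; plate controls were uninhibited enzyme wells for no effect and no-enzyme background for full effect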
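Human alpha-glucosidase, 4 nM, pre-mixed with test compounds before 400 uM 4-methylumbelliferyl substrate; 20 min room temperature at pH 5.0. Fluorescence read after pH 10 stop; AC50 values from Hill-equation fits.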
CBFb RUNX1 block – inhibitors of human CBF-beta and RUNX1 interaction; Q01196+Q13951; 230,000 tested, under 10 active; Potency, µM (titrated, usually from 59.8 µM), without a hit: at the highest dose activity, negative = inhibition, most hits filed as inhibitors; AlphaScreen CBFb-His/RUNX1-biotin binding, biochemical; also: % of control where 0% means no effect
Target sequence (Q01196 whole entry, looked up): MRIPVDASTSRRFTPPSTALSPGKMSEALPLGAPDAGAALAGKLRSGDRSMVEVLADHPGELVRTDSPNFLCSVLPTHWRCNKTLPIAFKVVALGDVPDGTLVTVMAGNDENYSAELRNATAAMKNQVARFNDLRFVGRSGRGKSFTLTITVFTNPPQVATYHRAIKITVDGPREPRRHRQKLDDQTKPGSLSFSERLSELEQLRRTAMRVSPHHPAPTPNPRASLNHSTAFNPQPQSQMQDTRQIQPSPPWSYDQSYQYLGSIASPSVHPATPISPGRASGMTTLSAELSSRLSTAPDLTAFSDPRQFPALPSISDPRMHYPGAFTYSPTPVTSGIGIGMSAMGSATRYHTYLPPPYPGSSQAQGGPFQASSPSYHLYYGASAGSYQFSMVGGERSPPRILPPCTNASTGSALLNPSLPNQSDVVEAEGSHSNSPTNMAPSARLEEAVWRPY
Target sequence (Q13951 whole entry, looked up): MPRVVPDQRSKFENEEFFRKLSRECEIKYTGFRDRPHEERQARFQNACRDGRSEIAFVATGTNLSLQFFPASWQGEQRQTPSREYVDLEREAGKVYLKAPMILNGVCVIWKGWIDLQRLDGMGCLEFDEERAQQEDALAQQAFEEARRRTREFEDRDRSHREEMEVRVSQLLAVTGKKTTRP
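AlphaScreen proximity signal reports loss of binding between His-tagged CBF-beta and biotin-labelled RUNX1, each at 30 nM. Proteins are pre-associated for 20 minutes, compounds added for 15 minutes, then beads for 90 minutes, all at ambient temperature.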
GAA glycogen – inhibitors or activators of human alpha-glucosidase glycogen cleavage. P10253. recombinant GAA, glycogen substrate, Amplex Red glucose oxidase fluorescence. Potency, µM (doses to about 76.4 µM), for inactives: at the highest dose activity change, negative = inhibition, usual class: inhibitors. 0.38% of 300,000 active. AID 2100;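 also: potency is read from the fitted curve at half-maximal effect; 0% = full enzyme reaction and -100% = no-enzyme basal signal; the screen sought inhibitors and activators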
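Recombinant human enzyme (4 nM); glycogen substrate; 37 C, 40 min, pH 5.0. Readout: coupled glucose oxidase/Amplex Red fluorescence.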
Lamin A splicing – LMNA splicing modulation | HeLa LMNA splicing GFP/RFP minigene ratio, 48 h | Potency, µM (highest dose often 46.1 µM), inactives show at the top dose ratio change, negative = inhibition, actives largely listed as inhibitors | 0.01% of 200,000 active; active = well fitted inhibition curve with a large enough effect in the signal ratio, with a control signal flat, not every such curve was filed as active; inconclusive = small, poorly fitted or top-dose-only effect, or effect the other way, or a change in a side signal; the % refers to the signal ratio; also: potency is read from the fitted curve at half-maximal effect; % is scaled to controls: 0 for no effect and ±100 for the full control effect
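Read-out is the ratio of GFP to DsRed2 object intensity, acquired by 488 nm laser-scanning cytometry on HeLa lamin A-EGFP minigene reporter cells. Compound incubation 48 hrs at 37 °C in Opti-MEM with 2% FBS; DMSO 0.5% final.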
Starred values were filed as active, the others as inactive; ? = inconclusive; · = not tested or not shown; & = joins results of further samples; [ ] = dose if it differs, or a comment. Unless noted, calls follow the shape of the dose curve; as a rule, active = well fitted curve in the direction sought with a large enough effect; inconclusive = small, poorly fitted or top-dose-only effect, or another doubt; inactive = no such curve, though single readings can be large; an effect the other way counts as inactive or inconclusive. Outcome played no part in choosing rows (roughly 1.5% active in at least one column).

item | Molecule | Lamin A splicing | GAA inh | HttQ103 aggreg | GAA glycogen
1 | COc1ccccc1-n1cnnc1SCC(=O)N1CCN(S(=O)(=O)c2ccccc2)CC1 | 2% | ? | -3% | -25%
2 | N#Cc1c(-c2ccccc2)c(-c2ccccc2)nn(CC(=O)NNC(=O)Nc2ccccc2)c1=O | -1% | -7% | 14% | -1%
3 | CCOc1ccccc1NC(=S)Nc1ccc2cn[nH]c2c1 | · | · | -11%[9.22 µM] | -7%
4 | CC#CCN1c2ccccc2[C@]23C[C@@H](C(=O)OC)N(C(=O)CC(C)C)C2=NC(C(=O)OC)=C(C(=O)OC)[C@H]13 | 8%[9.22 µM] | · | · | ·
5 | C/C(Cn1cnc([N+](=O)[O-])n1)=N\NC(=O)c1cccc(F)c1 | -2% | 4% | -12% | -23%
6 | N#Cc1ccc(C23CC4(C2)[C@H](CN(Cc2ccc(C(F)(F)F)cc2)[C@@H]4c2ccccc2)C3c2ccc(C(F)(F)F)cc2)cc1 (stereo partly drawn) | · | · | 7%[9.22 µM] | -2%
7 | COc1ccc(NC(=O)C2(c3ccc(NC(=O)c4ccc(C)cc4)cc3)CCCC2)cc1 | 3% | 11% | 14% | 0%
8 | O=C(NNC(=O)c1cc2cc3ccccc3nc2s1)c1cccc(Cl)c1 | 5% | 0% | -5% | 2%
9 | O=C(NCC(c1cccs1)N1CCOCC1)c1cccc([N+](=O)[O-])c1 (stereo not drawn) | ? | -1% | 15% | 9%
10 | CC(Cc1cccs1)NC(=S)Nc1ccc(Cl)cc1 (stereo not drawn) | ? | -2% | ? | -3%
11 | O=C(O)C1Cc2ccccc2CN1S(=O)(=O)c1ccc(Cl)cc1 (stereo not drawn) | -6%[46 µM] | 3% | 7% | -8%
12 | CC/C(C)=C1\SC(N2CCOCC2)=NC1=O | -11% | -9% | -7% | -2%
13 | CCn1c(-c2ccccc2Cl)nn(CC(=O)Nc2ccccc2OC)c1=S | 10% | 4% | 8% | -18%
14 | Cc1cc(C(=O)CSc2nn3c(=O)c(C(C)(C)C)nnc3s2)c(C)n1C1CC1 | · | 4% | 14% | -15%
15 | Cc1cc(C)cc(OCC(=O)N2Cc3ccccc3CC2C(=O)O)c1 (stereo not drawn) | 11%[46 µM] | 9% | 3% | -6%

item | aGlu spleen mod | CBFb RUNX1 block | HTT ATP protect
1 | -3% | 5% | -7%
2 | -19% | ? | -93%[inhibitor]
3 | 4% | 3% | 9%[10 µM]
4 | -4%[17.4 µM] | 11%[13.1 µM] | 11%[10 µM]
5 | -7% | 4% | -6%[10 µM]
6 | -18%&1% | -2%&7% | -16%
7 | -26% | -1% | -16%
8 | -2% | -12% | -75%[inhibitor]
9 | -8% | -6% | -20%[10 µM]
10 | 3% | 5% | 24%[0.074 µM]
11 | -5% | 1% | -9%
12 | -2% | 5% | -16%
13 | 5% | 5% | -1%
14 | 4% | -9% | -19%
15 | -1% | 4% | -36%

Going on with the list.
item | Molecule | Lamin A splicing | GAA inh | HttQ103 aggreg | GAA glycogen
16 | Cc1nc(N2CCC(C)CC2)c2c(C)c(C(=O)Nc3cccc(C(F)(F)F)c3)sc2n1 | · | 0% | -26% | -9%
17 | COc1ccc([N+](=O)[O-])cc1NC(=O)C(C)c1ccccc1 (stereo not drawn) | -8% | -19% | 10% | 0%
18 | Cc1ccc(-c2cc3c(N=O)c4ccccc4c-3n[nH]2)cc1 | · | 0% | -3% | 4%
19 | COc1cc2c(c(OC)c1OC)-c1c(cc3c(c1O)OCO3)C[C@@H](C)[C@@H](C)C2 | · | · | -11%[9.22 µM] | -19%
20 | Cn1c(Sc2ccc(Cl)cc2)c(C=O)c2ccccc21 | -26% | -1% | 7.9µM* | 3%
21 | Cc1ccc2c(CSc3nncn3C)cc(=O)oc2c1C | 5%[46 µM] | 4% | -9% | 4%
22 | CC(C)(C)n1ncc2c(=O)n(Cc3cccc(Cl)c3)cnc21 | · | -36% | -9% | -9%
23 | COc1ccccc1OCC(=O)Nc1cccc(-c2nnc(-c3ccco3)o2)c1 | ? | 1% | -17% | 19%
24 | CCOC(=O)C1=C(c2ccccc2)OC(N)=C(C#N)C1c1cccnc1 (stereo not drawn) | · | 2% | 7% | 0%
25 | Cc1cccc2sc(N)nc12 | · | · | · | ·
26 | COc1cccc(-c2nc3n(n2)C(c2ccccc2Cl)C(C(N)=O)=C(C)N3)c1 (stereo not drawn) | -17% | -6% | 15% | -11%
27 | COc1ccc(CCN=C(N)NS(=O)(=O)c2ccc(OC)cc2)cc1 | ? | 4% | -23% | 12%
28 | CCCCn1c(SCC(=O)Nc2cc(C)on2)nnc1-c1cccnc1 | 14% | -9% | -8% | 2%
29 | CC(=O)c1sc(NC(=O)c2ccc(F)c(F)c2)nc1C | -3% | ? | 14% | 4%
30 | COc1ccc(-c2cc(-c3nnc(COC(=O)c4ccncc4)o3)c3ccccc3n2)cc1OC | · | 4% | 20% | -6%

item | aGlu spleen mod | CBFb RUNX1 block | HTT ATP protect
16 | -1% | 6% | -21%
17 | -8% | ? | -16%[0.074 µM]
18 | -5% | -22% | ·
19 | -11% | 4% | -16%[10 µM]
20 | -2% | 25% | -21%[10 µM]
21 | -11% | 3% | -34%[inhibitor]
22 | 3% | 5% | -10%
23 | 4% | -12% | ·
24 | · | 1% | -10%
25 | 6% | -1%[21.7 µM] | 6%
26 | -6% | 1% | -17%
27 | 1% | 2% | 28%[10 µM]
28 | -3% | -3% | 0%[1.9 µM]
29 | 5% | 1% | -49%[inhibitor]
30 | 2% | 4% | 3%[10 µM]

Part of the list above, with bars between the fields.
entry | canonical_smiles | Lamin A splicing | GAA inh | HttQ103 aggreg | GAA glycogen | aGlu spleen mod | CBFb RUNX1 block | HTT ATP protect
19 | COc1cc2c(c(OC)c1OC)-c1c(cc3c(c1O)OCO3)C[C@@H](C)[C@@H](C)C2 | · | · | -11%[9.22 µM] | -19% | -11% | 4% | -16%[10 µM]
3 | CCOc1ccccc1NC(=S)Nc1ccc2cn[nH]c2c1 | · | · | -11%[9.22 µM] | -7% | 4% | 3% | 9%[10 µM]

The main list resumes, repeating the 3 entries before the break.
item | Molecule | Lamin A splicing | GAA inh | HttQ103 aggreg | GAA glycogen
28 | CCCCn1c(SCC(=O)Nc2cc(C)on2)nnc1-c1cccnc1 | 14% | -9% | -8% | 2%
29 | CC(=O)c1sc(NC(=O)c2ccc(F)c(F)c2)nc1C | -3% | ? | 14% | 4%
30 | COc1ccc(-c2cc(-c3nnc(COC(=O)c4ccncc4)o3)c3ccccc3n2)cc1OC | · | 4% | 20% | -6%
31 | CN(C)CC/C=C1/c2ccccc2Sc2ccc(Cl)cc21 | · | · | -3%[9.22 µM] | -10%
32 | NC(=O)Nc1ccc(Oc2ncc(C(F)(F)F)cc2Cl)cc1 | 7%[46 µM] | -7% | 4% | -5%
33 | C=CCOc1ccc(CN(C)CC(=O)Nc2ccccc2[N+](=O)[O-])cc1 | -9%[46 µM] | 3% | 4% | -12%
34 | O=C(NCc1ccncc1)Nc1cccc(Cl)c1 | 0% | 1% | -8% | 4%
35 | CC(=O)c1c(COC(=O)c2cccc(C)c2)nc2ccccc2[n+]1[O-] | · | · | -9%[9.22 µM] | 0%
36 | CC1CCCC(C)N1S(=O)(=O)c1ccc(NC(=O)c2ccccc2C(=O)N2CCOCC2)cc1 (stereo not drawn) | -1% | -10% | 2% | 4%
37 | CC(C)CCc1noc(CN2CCC(CCN3CCCC3=O)CC2)n1 | ? | 8% | 3% | 2%
38 | CS(=O)(=O)c1ccc(CNC(=O)[C@H]2C[C@@H]2[C@H](NP(=O)(c2ccccc2)c2ccccc2)c2ccccc2)cc1 | · | · | · | ·
39 | Nc1nc(SCC(=O)NCC2CCCO2)n[nH]1 (stereo not drawn) | -5% | -11% | 8% | 7%
40 | COc1ccc(CC(=O)OCC(=O)Nc2ccc3c(c2)OCO3)cc1 | -13%[46 µM] | 9% | 8% | -2%
41 | CCOC(=O)C1CCCN(C2CC(=O)N(c3cccc(C(F)(F)F)c3)C2=O)C1 (stereo not drawn) | -1% | -4% | 23% | 0%
42 | Cc1cc(N2CCCC2)n2nc(C)nc2n1 | 6% | 3% | -6% | 0%
43 | Fc1ccc(-c2nnc(-c3ccc(Cl)cc3Cl)o2)cc1 | 5% | 3% | -11% | 4%
44 | Cn1nc(CC(=O)Nc2ccc3c(c2)CCC3)c2ccccc2c1=O | ? | -22% | ? | 3%
45 | CCC(CC)NC(=O)CC(c1ccccc1)c1ccccc1 | ? | 4% | 8% | -11%

item | aGlu spleen mod | CBFb RUNX1 block | HTT ATP protect
28 | -3% | -3% | 0%[1.9 µM]
29 | 5% | 1% | -49%[inhibitor]
30 | 2% | 4% | 3%[10 µM]
31 | -1%&-3% | -7%&-1% | 0%[10 µM]
32 | 1% | 8% | 4%
33 | 4% | -11% | -22%
34 | -9% | 2% | -15%
35 | 2% | -5% | -13%[10 µM]
36 | -2% | 6% | -10%
37 | 11% | 2% | -15%
38 | -3% | 10% | -10%
39 | 0% | 7% | -8%[0.074 µM]
40 | 0% | -27% | -13%
41 | -2% | 23% | 13%[10 µM]
42 | 1% | -11%[2.36 µM] | 6%
43 | -5% | 5% | -75%[inhibitor]
44 | -3% | 7% | 28%[10 µM]
45 | 6% | 3% | ?

(list continues)
item | Molecule | Lamin A splicing | GAA inh | HttQ103 aggreg | GAA glycogen
46 | O=C(c1ccncc1)N1CCN(C(=O)c2cccc3ccccc23)CC1 | ? | 0% | -4% | 7%
47 | CC(C)OC(=O)C1=C(N)N2C(=O)CSC2=C(C(=O)OC(C)C)C1 | 5% | 5% | -18% | -6%
48 | Cc1ccc(C)c(C(=O)CN2C(=O)CCC2=O)c1 | -2% | -12% | -4% | -6%
49 | C=CCNC(=O)c1ccc2c3n(nc2c1)-c1ccccc1CO3 | · | · | -17%[9.22 µM] | 10%
50 | O=C(N/N=C/c1cccnc1)/C(=C\c1cccs1)NC(=O)c1ccccc1 | -11% | 0% | 9% | -4%
51 | Cc1cc(C)n2[nH]c(=O)c(N=Nc3ccccc3)c2n1 | 2% | -17% | -11% | -1%
52 | Cn1cnc([N+](=O)[O-])c1SCC(=O)NN | · | · | -17%[9.22 µM] | 0%

item | aGlu spleen mod | CBFb RUNX1 block | HTT ATP protect
46 | -5% | 4% | 5%
47 | -4% | 5% | -17%
48 | 2% | 1% | 7%
49 | 0% | -18% | -83%[inhibitor][10 µM]
50 | -3% | 9% | 3%[10 µM]
51 | -22% | -4% | 7%
52 | 4% | 9% | -7%[10 µM]
